Screening results as filed in PubChem.
miR-122 sensor – miR-122 inhibition in Huh7 cells; Huh7 miR-122 Renilla luciferase sensor, 48 h; neutral wells = 0, positive control = 100; activation (reporter increase), % at 12.5 µM; hit rate 0.3% among 340,000; AID 602342;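 active means mean replicate activation score at least 90 and every replicate individually at or above 90; inconclusive means only one of the two criteria met; inactive means neither criterion met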;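 further: higher luciferase means less miR-122 activity so hits act as miR-122 inhibitors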
DENV2 CPE rescue – protects cells from dengue virus 2 cytopathic effect; DENV2-infected cells, cytopathic effect rescue, plate reader; hit rate 1.7% among 350,000; AID 651640; CPE inhibition, % at 9.99 µM; in the data active means CPE inhibition above about 20%, passing the limit was not always enough; inconclusive means no clear call, values can overlap the other calls; tested in BHK-21 cells;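 further: 0% = median of neutral control wells and 100% = median of positive control wells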
FN deposition inh – fibronectin deposition inhibition; hit rate 0.086% among 350,000; AH1F fibroblasts, Alexa488-fibronectin deposition fluorescence, overnight; inhibition, % at 12.6 µM;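 active means mean inhibition across replicates of 30% or more, regardless of how many single replicates reach that level; inconclusive means mean under 30% yet at least half of replicates reach 30%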;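 further: positive control wells lacked labelled fibronectin entirely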
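Assay system: AH1F fibroblast monolayer, labelled fibronectin deposition. Amount: 10000 cells per well. Also added: labelled fibronectin 24 nM. Compound: single-point pinned compound. Incubation: cell attachment 1 h, compound and FN exposure overnight. Detection: fluorescence after three HBSS washes, excitation 485 nm, emission 525 nm. Read-out: inhibition of fibronectin deposition signal.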
F508del corr – correctors of CFTR F508del function in bronchial epithelial cells; CFBE cells, YFP halide quenching; stimulated with forskolin plus potentiator P3; % fluorescence drop versus neutral controls; activity (quench increase), % at 7.58 µM; hit rate 0.36% among 350,000; AID 720511;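 active means mean added fluorescence quench of at least 8% versus neutral control, with both replicates also reaching 8%; inconclusive means only one of the mean or replicate conditions met; inactive means mean below 8% and not both replicates reaching 8%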;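 further: cells transiently co-express mutant CFTR-F508del with the halide-sensitive YFP; corrector assay measuring rescue of mutant channel to the surface after 24 h compound exposure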
EWS-Fli inh – blocks EWS/Fli oncoprotein-driven transcription | A673 NR0B1-luciferase reporter, viability-normalised | inhibition, % at 12.6 µM | hit rate 0.67% among 350,000;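 active means mean inhibition of at least 50% after viability correction, with every replicate also passing that limit; inconclusive means mean reaches 50% but only one of two replicates passes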;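 further: firefly luciferase signal divided by Alamar Blue viability fluorescence both relative to DMSO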
GSIS activator – primary screen for activators of insulin secretion dependent on glucose, INS-1E cells, GLuc reporter luminescence; INS-1E GLuc reporter insulin secretion, 2-3 h; activation, % at 16.6 µM; hit rate 0.61% among 370,000; AID 743287;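 active means lowest replicate activation of at least 40%, so every replicate reaches that level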;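 further: 0% = median of neutral control wells and 100% = median of IBMX positive control wells; some compounds called inactive have numbers as strong as hits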
PAX8 reporter – PAX8 transcriptional activity inhibition | inhibition, % at 12.6 µM | AID 652154 | RMG-I TPO-luciferase reporter, SteadyGlo, 24 h | hit rate 1.2% among 360,000;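 active means mean replicate inhibition at least 60% with every replicate also reaching 60%; inconclusive means only one of the two criteria is met; inactive means mean below 60% and not all replicates reaching 60%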;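 further: luciferase light reporting Pax8 driven TPO promoter activity; plate controls were median of neutral control wells for no effect and mitoxantrone controls for full effect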
An asterisk follows results filed as active; ? = inconclusive; · = no result given; [ ] = another dose, or the depositor's remark.

(1) COc1ccc(CN(CC(=O)NCc2ccc(F)cc2)C(=O)c2ccco2)cc1
(2) Cc1cccc2cc(CN(Cc3ccccc3)C(=S)NCCCN(C)C)c(=O)[nH]c12
(3) COc1ccc2sc(N(CCN(C)C)C(=O)c3ccc4ccccc4c3)nc2c1
(4) COc1ccc(C(=O)NC(C)CCc2ccccc2)cc1 (stereo not drawn)
(5) CCc1sc(C(=O)N2CCCN(C)CC2)cc1Br
Screen / compound no.	1	2	3	4	5
miR-122 sensor	-5	5	-3	6	-1
DENV2 CPE rescue	-1	3	9	1	-5
FN deposition inh	12	0	16	2	·
F508del corr	1.4	2.7	1.9	-0.8	-2.6
EWS-Fli inh	0	3	-24	-33	-2
GSIS activator	19	0	-3	-8	-7
PAX8 reporter	-11	-3	-25	11	-9

(6) O=Cc1ccc2c(c1)CCN2Cc1ccccc1
(7) CCCNC(=O)Nc1ccc2c(c1)OC[C@H](C)N(C(=O)CC)C[C@@H](C)[C@@H](OC)CN(C)C2=O
(8) COc1ccc(NC(=O)N(C)C[C@@H]2Oc3c(NC(=O)NC4CCCCC4)cccc3C(=O)N([C@H](C)CO)C[C@H]2C)cc1
(9) O=C1C2C3C=CC(CC3)C2C(=O)N1c1ccc([N+](=O)[O-])cc1 (stereo not drawn)
(10) COc1cccc(-c2cnc3c(c2)C(=O)N([C@H](C)CO)C[C@H](C)[C@H](CN(C)C(=O)CN(C)C)O3)c1
Screen / compound no.	6	7	8	9	10
miR-122 sensor	·	-19[16.7 µM]	6[16.7 µM]	0	8[16.7 µM]
DENV2 CPE rescue	-1	4	3	7	-13
FN deposition inh	10	·	·	-3	·
F508del corr	0.7	0.1	1.3	-0.6	2.1
EWS-Fli inh	-18	-1	·	-1	-4
GSIS activator	12	-1	8	5	23
PAX8 reporter	5	·	-3	-15	·

(11) O=C1c2ccccc2C(=O)N1c1ccc(Cc2ccncc2)cc1
(12) COc1ccc(N=C(c2ccccc2)c2c(C)[nH]n(-c3ccccc3)c2=O)c(OC)c1
(13) Cc1noc(C)c1NC(=O)Nc1ccc2c(c1)C(=O)N([C@H](C)CO)C[C@@H](C)[C@@H](CN(C)Cc1ccc(Cl)c(Cl)c1)O2
(14) Clc1ncnc2[nH]ccc12
(15) CN(C)CCN1C(=O)C(O)=C(C(=O)c2ccco2)C1c1ccccc1F (stereo not drawn)
Screen / compound no.	11	12	13	14	15
miR-122 sensor	·	-1	-14[16.7 µM]	·	-1
DENV2 CPE rescue	2	-3	-13	-4	·
FN deposition inh	-10	6	·	-3	-9
F508del corr	-1.4	-2.1	0.2	0.0	·
EWS-Fli inh	-1	-4	-3	-3	·
GSIS activator	-23	7	-9	8	·
PAX8 reporter	-7	26	-6	-6	9

(16) COc1ccccc1CNC(=O)C[C@@H]1C[C@H]2c3cc(NC(=O)c4cccnc4)ccc3O[C@H]2[C@@H](CO)O1
(17) Cc1cc(N2CCOCC2)n2nc(C(F)(F)F)c(-c3ccccc3)c2n1
(18) COc1cc(/C=C/C(=O)OCC(=O)NNC(=O)c2cc(Cl)ccc2OC)ccc1O
(19) COc1ccccc1C(=O)N1CCN(c2nc3cc(C)cc(C)c3cc2C#N)CC1
(20) COc1ccc2cc(C(=O)Nc3ccc(Cl)cc3)sc(=O)c2c1OC
Screen / compound no.	16	17	18	19	20
miR-122 sensor	5[16.7 µM]	-1	-5	-4	·
DENV2 CPE rescue	-7	18	-5	-6	·
FN deposition inh	·	-1	0	-36	-3
F508del corr	1.5	0.1	4.3	3.8	·
EWS-Fli inh	1	2	3	-2	·
GSIS activator	16	-16	-5	-6	1
PAX8 reporter	-8	13	6	2	-13

(21) CCCn1nnnc1SCC(=O)N(C(C)C)C(C)C
(22) COc1ccccc1C(=O)Nc1ccc(NC(=O)C2CCCCC2)nc1
(23) C[C@@H]1CN([C@H](C)CO)C(=O)c2cc(NS(=O)(=O)c3cn(C)cn3)ccc2O[C@@H](C)CCCCO[C@@H]1CN(C)C(=O)C1CCCCC1
(24) COc1ccc(CN2C(=O)c3cccnc3C2=O)cc1S(=O)(=O)NCc1ccc(C)o1
(25) CCS(=O)(=O)N1CC(=O)N2[C@H](C1)[C@@H](c1ccc(-c3ccc(C)cc3)cc1)[C@@H]2CO
Screen / compound no.	21	22	23	24	25
miR-122 sensor	3	-2	6[16.7 µM]	0	·
DENV2 CPE rescue	·	0	2	0	0
FN deposition inh	2	1	·	5	·
F508del corr	·	-0.5	-0.4	1.8	-0.7
EWS-Fli inh	·	-5	-9	·	-7
GSIS activator	·	1	0	0	7
PAX8 reporter	-4	2	-8	-12	-1

(26) Cc1c(CN2CCCCC2)c(O)n(CCO)c(=O)c1C#N
(27) CC(C)(C)C(=O)Nc1c(Br)c(C2CC2)nn1-c1ccccc1
(28) CC(C)NC(=O)N1CCCCN2[C@H](CO)[C@@H](c3ccc(C#CC4CC4)cc3)[C@H]2C1
(29) Cc1noc(C)c1NC(=O)Nc1ccc2c(c1)C(=O)N([C@@H](C)CO)C[C@@H](C)[C@@H](CN(C)S(C)(=O)=O)OCCCC[C@@H](C)O2
(30) Oc1c(C=Nc2ccc(Cl)cn2)sc2ccccc12
Screen / compound no.	26	27	28	29	30
miR-122 sensor	·	-1	-1[16.7 µM]	7[16.7 µM]	·
DENV2 CPE rescue	1	-3	39*	102*	1
FN deposition inh	-20	2	·	·	0
F508del corr	-3.3	-2.3	0.2	-2.6	1.8
EWS-Fli inh	5	7	-5	-3	-108
GSIS activator	-3	·	9	11	25
PAX8 reporter	21	0	10	·	-151

(31) Cc1cc(C)n2nc(C(=O)NCC(=O)Nc3ccc(F)c(F)c3)nc2n1
(32) COc1cc2cnc(-c3ccccc3)c(C(=O)c3ccc(OCc4ccccc4)cc3)c2cc1OC
(33) CC(=O)c1cccc(S(=O)(=O)N2CCN(c3nc4cc(C)cc(C)c4cc3C#N)CC2)c1
(34) CCOC(=O)N1CCC(NC(=O)CC2C(=O)NCCN2Cc2ccccc2F)CC1 (stereo not drawn)
(35) CC1=NN(c2ccccc2)C(=O)/C1=C/c1ccc[nH]1
Screen / compound no.	31	32	33	34	35
miR-122 sensor	·	4	35	-6	7
DENV2 CPE rescue	1	?	·	12	·
FN deposition inh	4	7	10	-9	0
F508del corr	-0.6	0.9	·	-2.6	·
EWS-Fli inh	-3	-5	·	·	·
GSIS activator	38	16	1	-1	13
PAX8 reporter	0	35	·	8	-41

(36) Cc1ccc(OCCOc2cccc3ccc(C)nc23)c([N+](=O)[O-])c1
(37) COc1ccc(C(=O)N2CCN(c3ccc(C(C)=O)cc3)CC2)cc1S(=O)(=O)N1CCCC1
(38) COc1ccc2c(/C=N/Nc3ccc(C(=O)O)cc3)c[nH]c2c1
(39) CCNC(=O)C[C@H]1CC[C@H]2[C@@H](COc3ccc(NC(=O)c4ccc(F)c(F)c4)cc3C(=O)N2C)O1
(40) Cc1cc(N2CCN(c3ccccc3)CC2)nc(NCc2ccccc2)n1
Screen / compound no.	36	37	38	39	40
miR-122 sensor	-8	8	1	-30[16.7 µM]	14
DENV2 CPE rescue	1	-1	2	-9	·
FN deposition inh	·	8	2	0	5
F508del corr	0.8	2.7	-3.3	-4.5	·
EWS-Fli inh	-18	-23	-147	3	·
GSIS activator	5	-7	-5	1	-13
PAX8 reporter	21	-24	-56	-23	-3

2 compounds from above with just EWS-Fli inh, PAX8 reporter and miR-122 sensor.
No.	mol	EWS-Fli inh	PAX8 reporter	miR-122 sensor
38	COc1ccc2c(/C=N/Nc3ccc(C(=O)O)cc3)c[nH]c2c1	-147	-56	1
39	CCNC(=O)C[C@H]1CC[C@H]2[C@@H](COc3ccc(NC(=O)c4ccc(F)c(F)c4)cc3C(=O)N2C)O1	3	-23	-30[16.7 µM]

Returning to the listing; the two compounds before the break are reprinted first.
(39) CCNC(=O)C[C@H]1CC[C@H]2[C@@H](COc3ccc(NC(=O)c4ccc(F)c(F)c4)cc3C(=O)N2C)O1
(40) Cc1cc(N2CCN(c3ccccc3)CC2)nc(NCc2ccccc2)n1
(41) Cc1ccc(S(=O)(=O)Nc2ccccc2C=NNC(=O)c2ccncc2)cc1
(42) O=C(Oc1cccc(C(=S)N2CCOCC2)c1)c1ccccc1
(43) C[C@@H]1CCCCO[C@@H](CN(C)S(C)(=O)=O)[C@@H](C)CN([C@H](C)CO)C(=O)c2cc(NC(=O)Nc3ccccc3)ccc2O1
(44) CCOc1ccc(C(=O)NCC(=O)Nc2ncccc2C)cc1OCC
(45) COCCOC(=O)C1=C(C)Nc2ncnn2C1c1ccco1 (stereo not drawn)
Screen / compound no.	39	40	41	42	43	44	45
miR-122 sensor	-30[16.7 µM]	14	-6	·	-4[16.7 µM]	·	-10
DENV2 CPE rescue	-9	·	-2	4	-5	5	4
FN deposition inh	0	5	·	6	2	-4	-4
F508del corr	-4.5	·	-5.2	-0.3	0.3	-1.1	-1.3
EWS-Fli inh	3	·	0	·	-15	0	-4
GSIS activator	1	-13	-2	-7	18	46	20
PAX8 reporter	-23	-3	-3	-2	-1	-15	-14

(46) CC1(C)CC(=O)C(C=NCC2CCN(C(=S)Nc3cccc(Cl)c3)CC2)=C(O)C1
(47) CCCN1CCc2c(sc(NC(=O)c3ccc(S(=O)(=O)N(C)c4ccccc4)cc3)c2C(=O)NC)C1
(48) O=C(CC12CC3CC(CC(Br)(C3)C1)C2)NCc1ccccc1
(49) Cc1cc(OC(=O)c2cc([N+](=O)[O-])ccc2Cl)c([N+](=O)[O-])c(=O)[nH]1
(50) Cc1cccc(NC(=O)C2CCN(S(=O)(=O)c3c(C)nn(C)c3C)CC2)n1
Screen / compound no.	46	47	48	49	50
miR-122 sensor	1	-2	-4	-4	·
DENV2 CPE rescue	-4	-1	1	-1	4
FN deposition inh	3	-1	2	3	6
F508del corr	2.2	-0.7	-2.3	3.6	2.4
EWS-Fli inh	7	12	-12	-1	5
GSIS activator	-33	-21	1	·	1
PAX8 reporter	-13	44	-16	7	7

(51) Nc1[nH]c2cc([N+](=O)[O-])ccc2c1-c1ccccn1
(52) COC(=O)[C@@H]1[C@@H](CO)[C@@H]2Cn3c(ccc(-c4cccc(OC)c4)c3=O)[C@@H]2N1CC1CC1
(53) Cc1ccc(NC(=S)N(CCCN2CCN(C)CC2)Cc2cccs2)cc1
(54) Cc1cc(C(=O)Nc2cccc3c2O[C@H](CN(C)CC2CC2)[C@H](C)CN([C@@H](C)CO)C3=O)n(C)n1
(55) CSc1nc(C)cc(OCC#N)n1
Screen / compound no.	51	52	53	54	55
miR-122 sensor	-6	-3[16.7 µM]	4	-2[16.7 µM]	-10
DENV2 CPE rescue	-5	-9	1	2	·
FN deposition inh	-8	·	8	·	-7
F508del corr	-4.0	-2.1	-0.5	0.1	·
EWS-Fli inh	-41	-1	6	5	·
GSIS activator	5	-3	3	11	·
PAX8 reporter	2	29	-4	·	-3

(56) CCN1[C@@H]2c3ccc(-c4ccccc4F)c(=O)n3C[C@H]1[C@H](CO)[C@H]2C(=O)NCc1ccc(F)cc1
(57) Cc1noc(C)c1C(=O)NCCc1ccccc1
(58) COc1ccc(C2Nc3ccccc3C(=O)N2Cc2ccccc2)cc1CSc1ccccn1 (stereo not drawn)
(59) Cc1ccc(-c2ccc3c(c2)O[C@@H](CN(C)Cc2cccc(C(=O)O)c2)[C@@H](C)CN([C@H](C)CO)S3(=O)=O)cc1
(60) O=C(Cc1cccs1)NCc1ccccc1F
Screen / compound no.	56	57	58	59	60
miR-122 sensor	·	-1	16	4[16.7 µM]	2
DENV2 CPE rescue	19	·	-1	-5	-4
FN deposition inh	·	1	6	·	·
F508del corr	·	·	1.1	-0.3	-2.2
EWS-Fli inh	0	·	16	-1	-35
GSIS activator	1	·	·	25	7
PAX8 reporter	5	-6	50	·	·
